Screening data as filed in PubChem BioAssay.
LEDGF integ inh: blocks HIV-1 LEDGF/p75-dependent DNA integration. TR-FRET IN-LEDGF/p75 DNA integration, Eu/Cy5. inhibition, % at 3.7 µM. 370,000 compounds, 0.64% hits;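 active = inhibition above the screen-wide mean plus 3 SD, cut at about 13% in these data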;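 also: signal is the Cy5 over europium emission ratio at 671 and 618 nm; 0% = plate median of compound wells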
TDP2 inh: blocks human TDP2 phosphodiesterase activity | O95551 | recombinant TDP2, T5PNP hydrolysis, p-nitrophenol absorbance 415 nm | inhibition, % at 12.8 µM | 370,000 compounds, 0.34% hits;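 active = inhibition above the mean of all tested compounds plus 3 SD, set per campaign, cut at about 25% in these data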;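 also: 0% = DMSO with enzyme and 100% = buffer with substrate but no TDP2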
Target sequence (O95551 whole entry, looked up): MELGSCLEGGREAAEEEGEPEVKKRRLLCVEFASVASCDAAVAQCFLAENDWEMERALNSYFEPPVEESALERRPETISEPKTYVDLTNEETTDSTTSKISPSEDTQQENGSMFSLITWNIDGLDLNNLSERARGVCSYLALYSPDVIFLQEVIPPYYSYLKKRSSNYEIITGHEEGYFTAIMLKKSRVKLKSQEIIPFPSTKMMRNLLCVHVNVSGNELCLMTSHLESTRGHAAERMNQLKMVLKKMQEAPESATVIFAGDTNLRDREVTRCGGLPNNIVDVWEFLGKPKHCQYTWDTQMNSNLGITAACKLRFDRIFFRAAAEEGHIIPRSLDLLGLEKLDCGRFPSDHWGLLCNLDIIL
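Incubation: 2 h at 37 °C; Test system: recombinant human TDP2; Quantity: enzyme 120 nM; Read-out basis: percent inhibition; Medium: 50 mM Tris-HCl pH 7.5 with Mg2+, KCl, DTT, BSA; Repeats: single replicate; Compound: 12.8 µM single point, 1% DMSO; Signal: epi absorbance; Reagent: 5 mM T5PNP chromogenic substrate; Benchmarks: no-enzyme high, DMSO-plus-enzyme low.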
HTRA1 inhibitor: blocks human HTRA1 serine peptidase; inhibition, % at 5.96 µM; recombinant HTRA1, FP-rhodamine activity-based probe, fluorescence polarization; AID 504803; 340,000 compounds, 0.5% hits; in the data active = inhibition above about 36%;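 also: 0% = enzyme with DMSO and 100% = wells lacking enzyme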
DDE Tn7 FP inh: inhibitors of Tn7 peptide binding to human fibrin DD(E); P02675; 370,000 compounds, 0.13% hits; inhibition, % at 8.3 µM; FP displacement of FITC-Tn7 peptide from fibrin DD(E); 0% = median of compound wells per plate;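 active = inhibition above the mean of compounds falling within the control limits plus 3 SD of them, cut at about 14% in these data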;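 also: 0% = plate median of compound wells and 100% = 10 µM Aha-Tn7 peptide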
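system = human fibrin DD(E) protein | quantity = DD(E) 2 µM final | medium = Tris/NaCl/CaCl2 buffer, pH 7.8 | also added = labelled Tn7 tracer, 0.1 µM | compound dosing = single point at 8.3 µM | timing = compound with protein 10 min, then 3 h after probe, room temperature | signal = FP measurement | benchmarks = Aha-Tn7 high control | repeats = one replicate per compound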
UHRF1 binding: blocks human UHRF1 binding to methylated DNA | Q96T88 | UHRF1 binding to methylated oligo, TR-FRET | inhibition, % at 4.4 µM | 370,000 compounds, 0.75% hits; in the data active = inhibition above about 21%;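 also: UHRF1 SRA domain binding a hemimethylated CpG hairpin DNA probe; 0% = median of test compound wells and 100% = reference inhibitor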
PRMT1 inh: inhibitors of human PRMT1; recombinant PRMT1, activity-based probe fluorescence polarization; 370,000 compounds, 1.3% hits; inhibition, % at 2.79 µM; Q99873;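 active = inhibition above about 21% made by adding two undisclosed values, limit read from the data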
TCR-CD3 inh: human TCR-CD3 binding inhibition; TAMRA-labeled TCR probe fluorescence, biochemical; inhibition, % at 9.4 µM; 360,000 compounds, 0.37% hits; AID 651800; in the data active = inhibition above about 19%;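 also: recombinant mutant TCR 2C K166C tagged with TAMRA read by polarization; 0% = receptor in buffer alone and 100% = receptor with positive control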
PG9 Ab binder: PG9 antibody binding by small molecule | TR-FRET gp120-PG9 antibody binding | inhibition, % at 6.7 µM | 360,000 compounds, 0.43% hits | AID 624416; in the data active = inhibition above about 8.5%
mABHD4 FP: inhibitors of mouse ABHD4 | purified mABHD4, FP-Rh probe fluorescence polarization | inhibition, % at 8.92 µM | 370,000 compounds, 0.54% hits;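 active = inhibition exceeding the mean over every tested compound plus 3 SD, cut at about 30% in these data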;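 also: 0% = plate median of compound wells and 100% = S159A mutant with DMSO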
Target sequence (Q8VD66 whole entry, looked up): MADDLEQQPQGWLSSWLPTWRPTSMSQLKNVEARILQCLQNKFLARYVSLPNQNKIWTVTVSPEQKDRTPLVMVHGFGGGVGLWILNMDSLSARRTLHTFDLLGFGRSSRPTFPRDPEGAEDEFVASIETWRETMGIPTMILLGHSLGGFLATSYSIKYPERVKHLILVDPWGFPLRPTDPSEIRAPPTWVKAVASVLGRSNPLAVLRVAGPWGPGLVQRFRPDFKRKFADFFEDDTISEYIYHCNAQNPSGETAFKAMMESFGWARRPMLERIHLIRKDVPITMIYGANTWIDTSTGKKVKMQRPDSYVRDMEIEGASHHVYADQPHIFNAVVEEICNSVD
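system = mouse ABHD4 enzyme, wild type | medium = HEPES pH 7.0, NaCl, Pluronic buffer | also added = FP-Rh probe | incubation = Enzyme–compound pre-incubation 45 min, then probe 60 min, both 25 °C | technique = fluorescence polarization, excitation 525 nm, emission 598 nm, BODIPY TMR filters | controls = S159A mutant high control, sample median low control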
SIAE inh: inhibitors of human sialic acid acetylesterase SIAE | Q9HAT2 | SIAE FP-Rh probe binding, fluorescence polarization | inhibition, % at 9.66 µM | 370,000 compounds, 0.69% hits | AID 1053197;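 active = inhibition above a cutoff: mean of compounds within the control limits plus 3 SD of those, cut at about 17% in these data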;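 also: 0% = plate median of compound wells and 100% = probe without SIAE protein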
Numbers without * were called inactive; nt = no result given.

nr	mol	LEDGF integ inh	TDP2 inh	HTRA1 inhibitor	DDE Tn7 FP inh	UHRF1 binding	PRMT1 inh	TCR-CD3 inh	PG9 Ab binder	mABHD4 FP	SIAE inh
1	COc1cccc(-c2nc(CS(=O)CC(=O)NC3CCCCC3)c(C)o2)c1 (centres undefined)	-1.2	1.6	-2.3	-6.5	-0.1	5.0	-1.5	-0.9	8.0	-6.7
2	Cc1ccc(-c2noc(CCC(=O)NCC3CCN(Cc4cccc(C)c4)CC3)n2)cc1	-1.5	0.1	2.6	-9.4	-2.8	-3.6	2.5	-1.8	1.7	2.4
3	O=[N+]([O-])c1ccc(O)c(C=Nc2ccc3c(c2)OCCO3)c1	2.2	10.2	5.8	-4.3	-2.9	1.9	8.8	-1.3	5.2	0.8
4	O=C(O)C1CCN(c2ccccc2[N+](=O)[O-])CC1	-4.5	7.2	0.8	-1.7	0.2	5.9	-7.3	0.4	9.6	11.8
5	O=C(NCCC(NS(=O)(=O)OCC(Cl)(Cl)Cl)c1ccccc1)C(F)(F)F (centres undefined)	-4.9	-5.8	-3.2	7.2	-3.9	2.4	4.1	0.2	-6.4	-0.3
6	COC(=O)CNC(=O)c1ccccc1F	-0.7	-1.9	-4.1	0.5	0.3	3.0	1.1	-0.5	6.8	3.1
7	Cc1cc(O)c(C(C)C)cc1N=Nc1ccccc1C(=O)O	2.2	-5.6	7.6	4.6	-15.5	0.5	-5.6	0.1	12.4	3.9
8	CNC(=O)NNC(=O)c1nc(-c2ccccc2)c(C)o1	-2.2	-0.5	nt	-6.6	1.0	-0.8	-2.6	-1.0	5.5	0.9
9	COc1ccc(-c2nnn(CC(=O)N(CCO)C(C(=O)NC3CCCC3)c3ccc(F)cc3)n2)cc1 (centres undefined)	1.9	6.2	-4.3	-2.0	-1.7	-5.0	2.6	-0.4	-1.2	2.8
10	CN(C(=O)Nc1ccc(Cl)c(Cl)c1)c1ccccc1C(=O)O	0.5	-6.5	-3.0	6.7	2.7	1.7	1.2	-0.2	0.3	-19.8
11	O=C(CCc1nc(-c2ccccc2)no1)Nc1cccnc1	-7.3	-12.0	3.0	4.6	2.1	3.2	-2.7	-2.0	5.1	2.4
12	CC(=O)NC(c1ccc(C)cc1)c1cc([N+](=O)[O-])c2cccnc2c1O (centres undefined)	-4.8	-10.7	30.0	3.9	-2.8	-2.6	-0.9	-2.0	11.9	5.4
13	CCN(CC)CCN1C(=O)C(O)=C(C(=O)c2ccco2)C1c1ccccn1 (centres undefined)	-1.1	6.2	3.1	3.0	0.0	4.3	-5.3	-1.1	6.8	-1.2
14	CSc1nc(N2CCOCC2)c2c3c(sc2n1)CCC3	-1.5	7.5	-3.6	1.0	8.4	-0.3	1.4	-0.4	2.1	0.5
15	O=C(Nc1nnc2n1CCS2)c1ccc(Br)o1	1.9	1.2	8.2	-6.3	-0.9	-2.5	8.1	0.2	0.7	1.9
16	CCOC(=O)CNC(=O)c1sc2nc(C)cc(C)c2c1N	-2.6	0.4	3.1	-7.0	-2.5	2.4	-4.0	0.8	5.8	-0.9
17	O=C(O)c1cccnc1SCc1cccc(Cl)c1	-2.4	0.8	7.2	-7.8	1.3	4.8	-2.0	1.6	-0.1	-6.9
18	O=C(c1ccc(-n2cnnn2)cc1)N1CCCCC1	0.0	8.6	3.7	-4.9	-0.1	1.0	5.4	-1.4	0.7	0.2
19	Nc1nonc1-n1nnc(C(=O)N/N=C/c2cccnc2)c1-c1cccs1	-1.6	0.5	-0.6	-7.9	1.3	5.7	2.9	-3.3	-1.0	-1.2
20	CCC(=O)N1CCC1(C)C(=O)Nc1nccs1 (centres undefined)	3.5	-4.7	nt	8.3	1.2	0.9	-5.7	-0.3	3.3	-0.4
21	CN1CCN(C(c2cccc(C(F)(F)F)c2)c2nnnn2Cc2ccccc2)CC1 (centres undefined)	0.7	-1.1	-3.0	-1.0	1.8	-2.3	-7.5	0.5	1.9	-9.8
22	COC(=O)c1ccc2nc(-c3ccc(Cl)cc3)c(Cc3ccsc3)n2c1	-3.7	9.8	nt	4.3	20.8*	3.6	2.5	-1.6	-0.9	-1.4
23	Cc1sc2ncnc(SCC(=O)c3ccc(O)cc3O)c2c1C	-0.1	2.9	-0.5	0.2	-2.0	-2.3	4.9	-0.4	-2.8	-4.1
24	COc1cc2c(cc1NC(=S)Nc1ccccc1C)oc1ccccc12	-8.0	-5.6	-4.8	1.1	-3.2	0.6	3.5	-2.0	6.0	5.4
25	O=C(NCC1CCCO1)/C(=C\c1ccc(Cl)cc1)NC(=O)c1ccccc1 (centres undefined)	-0.3	4.5	1.8	-5.2	-0.1	-0.2	2.1	0.8	-6.0	0.1

Results in TDP2 inh, mABHD4 FP and LEDGF integ inh (2 entries from above):
| nr | Molecule | TDP2 inh | mABHD4 FP | LEDGF integ inh |
| --- | --- | --- | --- | --- |
| 16 | CCOC(=O)CNC(=O)c1sc2nc(C)cc(C)c2c1N | 0.4 | 5.8 | -2.6 |
| 17 | O=C(O)c1cccnc1SCc1cccc(Cl)c1 | 0.8 | -0.1 | -2.4 |

Carrying on:
nr	mol	LEDGF integ inh	TDP2 inh	HTRA1 inhibitor	DDE Tn7 FP inh	UHRF1 binding	PRMT1 inh	TCR-CD3 inh	PG9 Ab binder	mABHD4 FP	SIAE inh
26	O=C(CSc1nc2ccccc2[nH]1)c1cccs1	0.7	-10.2	-0.3	1.2	4.6	9.3	1.7	2.0	-10.5	2.4
27	N/C(=N\N=C\c1cccs1)SC1CC(=O)N(c2cccc([N+](=O)[O-])c2)C1=O (centres undefined)	-4.7	0.3	8.7	5.6	0.1	3.3	-4.8	0.1	4.8	-6.1
28	Cc1cccc(NC(=S)NCc2ccncc2)c1C	-1.4	7.1	-2.4	2.7	0.3	-0.7	7.8	-0.7	7.0	1.3
29	COC(=O)c1ccc(C(=O)OC)c(NC(=O)CCS(=O)(=O)Cc2ccccc2)c1	-0.6	-2.0	-0.8	0.5	-1.2	-7.9	-2.7	-1.1	-1.4	-4.5
30	CCOC(=O)c1ccccc1NS(=O)(=O)c1cnn(CC)c1C	0.6	6.0	6.6	-4.4	-1.5	1.3	8.3	-0.7	-5.8	3.1
31	Cc1ccc(NC(=S)Nc2ccccn2)cc1C	0.3	2.4	nt	1.3	-0.6	3.2	1.6	-1.6	2.6	-3.7
32	CCC(=O)N1CCc2cc(S(=O)(=O)NC(CC(C)C)C(=O)N3CCc4ccccc43)ccc21 (centres undefined)	1.0	-8.1	-0.2	-1.0	2.6	-0.2	-0.5	-0.7	-0.1	-3.3
33	O=C(CCc1nnc(CCCc2ccccc2)o1)NCCc1ccccc1	3.6	-9.4	-5.9	-0.2	0.9	-4.7	-3.8	-1.5	-5.4	-3.8
34	COc1ccc(Nc2nc(N)nc(CSC(=S)N3CCC(C)CC3)n2)cc1	1.3	4.9	-9.6	7.3	-1.4	0.0	11.0	0.1	2.6	7.0
35	COc1cccc(CN(C)C(=O)c2sccc2-c2ccccc2)c1OC	2.7	-5.5	-2.4	5.6	-0.3	0.1	2.9	0.4	8.9	4.8
36	Cc1nc(C(=O)Nc2ccc(Cl)cc2)nn1-c1ccc([N+](=O)[O-])cc1	0.3	-9.2	-4.0	-3.7	0.3	-1.4	9.5	-0.3	8.6	1.4
37	OCCNCCCCOc1cccc(Br)c1	0.1	1.2	0.1	-2.5	-2.0	-3.4	0.9	-0.5	-4.5	0.0
38	COC(=O)[C@@H]1CCCN1Cc1c(C(=O)N2CCCCC2)nc2c(C)cccn12	0.0	-1.3	9.7	3.7	4.0	-0.3	5.4	-1.4	5.0	-4.3
39	COc1ccc(CNC(=O)c2cc(C(C)=O)c[nH]2)cc1	0.0	7.2	6.3	-1.3	-0.8	-2.0	-6.0	-2.6	1.4	-2.4
40	O=C(Nc1ccc(NC(=O)c2ccco2)c(Cl)c1)c1cccc([N+](=O)[O-])c1	2.9	-10.9	-1.3	-4.9	1.5	-1.2	-5.9	-1.9	8.4	-3.7
41	CS(=O)(=O)N(CC(=O)N/N=C/c1ccco1)c1ccccc1Br	-1.8	-5.7	14.2	3.5	0.1	-1.2	8.3	-0.7	2.6	8.4
42	COc1ccc(CCNc2ccncn2)cc1OC	-2.1	7.4	6.1	-0.4	0.9	-0.7	3.0	0.8	2.6	0.8
43	CN=C1N(C)C[C@@H]2[C@@H]3C(=O)N(Cc4ccccc4)C(=O)[C@@H]3[C@](Cc3ccccc3)(C(=O)OC)N12	-0.3	-0.6	-1.2	4.1	2.9	5.4	-1.7	-0.1	8.1	-7.5
44	CC(=O)Nc1ccc(N2CCN(C(=O)c3cccs3)CC2)cc1	-2.7	2.4	6.7	1.9	2.3	0.3	-7.5	-0.5	6.7	-5.9
45	O=[N+]([O-])c1ccc(OCC2CC(c3ccccc3)=NO2)cc1 (centres undefined)	-3.5	7.8	4.1	-4.8	0.7	0.7	-4.7	-1.1	8.9	-5.3
46	CC(Sc1nncn1C)C(=O)Nc1ccc2ccccc2c1 (centres undefined)	1.3	-4.2	0.3	4.8	-1.6	-1.1	-1.8	0.1	3.9	3.8
47	O=C(O)C1CC(=O)n2c(nc3ccccc32)S1 (centres undefined)	4.0	-6.0	1.7	1.1	-0.8	-0.5	-2.5	1.2	2.4	0.5
48	Cc1csc(SCCN2C(=O)c3ccccc3C2=O)n1	-0.8	2.2	-5.6	8.3	-0.3	0.2	1.9	-0.4	3.7	-5.2
